Bioassay records: PubChem BioAssay, several laboratories
CRFBP-R2 agonist = agonists of CRF-BP/CRF-R2 complex, primary screen, cell-based, HEK293, calcium dye fluorescence, uHTS | CRF-binding protein / CRF receptor 2 complex (human) | calcium dye fluorescence (FLIPR); percent of saturating CRF peptide response | activation, % at 13.2 µM | actives 0.46% (n = 350,000);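 active = activation of at least 50%, plus an integration ratio under a set limit after plate pattern correction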;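 note: plate controls were neutral control wells without compound for no effect and CRF at EC100 for full effect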
GalR3 antagonist = GalR3 antagonists in HEK293 cells, primary screen, cell-based, fluorescence readout | Galanin receptor type 3 (Homo sapiens), O60755 | HEK293 GalR3-CNG cAMP membrane potential fluorescence; galR3 body fused to GalR1 C-terminus | inhibition, % at 3 µM | actives 0.44% (n = 360,000);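 active = inhibition above the screen-wide average plus 3 SD, cut at about 13% in these data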;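 note: forskolin and galanin both at EC90 stimulate the cells; cAMP rise reported by CNG channel membrane potential dye signal; 0% = forskolin plus galanin with DMSO and 100% = forskolin alone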
Target sequence (O60755 1-299 limits assumed): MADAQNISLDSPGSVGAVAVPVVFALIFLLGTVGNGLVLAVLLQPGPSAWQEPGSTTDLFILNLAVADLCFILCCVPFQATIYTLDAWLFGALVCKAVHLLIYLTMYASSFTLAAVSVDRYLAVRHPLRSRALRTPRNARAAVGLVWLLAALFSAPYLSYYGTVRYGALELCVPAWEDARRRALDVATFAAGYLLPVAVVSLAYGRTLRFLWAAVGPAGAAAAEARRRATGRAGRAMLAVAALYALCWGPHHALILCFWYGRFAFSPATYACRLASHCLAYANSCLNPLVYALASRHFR
PHOSPHO1 inh = PubChem AID 1565 | actives 1.1% (n = 290,000) | recombinant PHOSPHO1, absorbance phosphatase assay | inhibition, % at 13.3 µM; in the data active = inhibition above about 60%
Target sequence (Q8TCT1 whole entry, looked up): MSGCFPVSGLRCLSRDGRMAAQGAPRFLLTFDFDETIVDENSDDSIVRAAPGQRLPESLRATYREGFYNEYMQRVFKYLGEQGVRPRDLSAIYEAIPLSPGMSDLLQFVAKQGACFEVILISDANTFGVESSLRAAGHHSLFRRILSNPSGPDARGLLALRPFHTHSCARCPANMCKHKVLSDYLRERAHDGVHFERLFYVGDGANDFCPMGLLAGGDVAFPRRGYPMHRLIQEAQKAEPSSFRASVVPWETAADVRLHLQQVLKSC
CRFBP-R2 block = antagonists of CRF-BP/CRF-R2 complex, primary screen, cell-based, HEK293, calcium dye fluorescence, uHTS; actives 0.59% (n = 350,000); CRF-induced calcium fluorescence; inhibition, % at 11.8 µM; AID 588475, 2011;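 active = inhibition of the ligand-induced calcium signal above about 50% at the single tested concentration, limit read from the data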
IDE act = human IDE activators in live cells, primary screen, fluorescence polarization, HEK cells, FAbeta-B substrate; FAbeta-B cleavage; 0% vehicle, 100% cell-free pure enzyme wells; actives 0.073% (n = 340,000); Insulin-degrading enzyme (Homo sapiens), P14735; activation, % at 5.96 µM;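 active = activation above the mean of all tested compounds plus 3 SD, set per screening campaign, cut at about 17% in these data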
MEKK3 PB1 HTS = modulators of MEKK3-MEK5 PB1 binding, primary screen, biochemical, wildtype MEKK3, multiplex bead flow cytometry, Alexa488-MEK5; actives 1.4% (n = 290,000); binding response (% of control), % at 10 µM; Mitogen-activated protein kinase kinase kinase 3 (Homo sapiens), Q99759; bead-based flow cytometry, Alexa488-MEK5 binding to MEKK3; actives lie on both sides; 0 = blocked by unlabeled MEK5, 100 = vehicle;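 active = binding response more than 3 SD above or below the average of its plate-row segment, actives on both sides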;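 note: Alexa488 bead fluorescence after subtracting the streptavidin-only scavenger bead signal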
IDE cell inh = human IDE inhibitors in live cells, primary screen, fluorescence polarization, HEK cells, FAbetaB substrate | actives 0.41% (n = 320,000) | FAbetaB cleavage | inhibition, % at 5.59 µM | Insulin-degrading enzyme (Homo sapiens), P14735;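 active = percent inhibition above the average of all tested compounds plus 3 SD, set per screening campaign, cut at about 16% in these data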;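 note: IDE supplied by intact live HEK cells; FP after avidin binding of uncleaved biotin substrate so inhibition keeps polarization high; 0% = DMSO wells and 100% = 60 µM reference IDE inhibitor Ii1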
CHRM4 PAM = human M4 muscarinic receptor positive allosteric modulators, primary screen, CHO-K1 cells, Fluo-8 calcium fluorescence. CHO-K1 hM4/Gqi5, ACh EC20; 0% = ACh EC20, 100% = maximal ACh. activation, % at 3 µM. actives 0.4% (n = 360,000). AID 624126, 2012;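 active = activation above its plate's cutoff, the mean activation of sample wells plus 3 SD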; note: some results filed as inactive read as strong as hits
Target sequence (P08173 whole entry, looked up): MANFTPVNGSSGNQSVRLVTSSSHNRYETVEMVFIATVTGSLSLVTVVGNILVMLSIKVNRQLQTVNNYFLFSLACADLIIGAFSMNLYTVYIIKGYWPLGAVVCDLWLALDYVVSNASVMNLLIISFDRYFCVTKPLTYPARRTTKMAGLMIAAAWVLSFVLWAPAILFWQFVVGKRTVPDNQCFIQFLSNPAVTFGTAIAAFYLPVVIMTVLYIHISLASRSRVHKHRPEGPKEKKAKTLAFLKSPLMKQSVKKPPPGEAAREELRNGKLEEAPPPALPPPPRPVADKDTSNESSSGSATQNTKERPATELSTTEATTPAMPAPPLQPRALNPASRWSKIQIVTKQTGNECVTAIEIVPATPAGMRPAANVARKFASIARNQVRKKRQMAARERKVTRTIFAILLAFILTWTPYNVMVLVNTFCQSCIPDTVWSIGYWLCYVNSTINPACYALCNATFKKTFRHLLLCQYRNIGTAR
pCIP destab = p/CIP-EGFP fusion destabilizers, primary screen, fluorescence, F442A cells. 16 h. Q05BA5. decrease of EGFP signal, % at 10 µM. actives 0.01% (n = 290,000);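 active = EGFP signal decrease of at least 30% at 10 µM or well 3 SD below plate mean, unless failing retest; inactive = the rest, including hits failing retest or dose response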; note: some compounds called inactive have numbers as strong as hits; many of its hits are not listed in these tables
Numbers without * were called inactive; nt = no result given.

SMILES | CRFBP-R2 agonist | GalR3 antagonist | PHOSPHO1 inh | CRFBP-R2 block | IDE act | MEKK3 PB1 HTS | IDE cell inh | CHRM4 PAM | pCIP destab
O=C(c1ccc(Cl)cc1)C1CCN(C(=O)c2ccccc2)CC1 | -1.7 | -9 | nt | -18 | 1 | 99 | 1 | -3 | -1
Cc1c(NC(=O)C(C)OC(=O)c2ccc(Cl)nc2)c(=O)n(-c2ccccc2)n1C (centres undefined) | 2.4 | -3 | 21 | 19 | 2 | 100 | 9 | -1 | -21
C1CN(c2nc(N3CCOCC3)nc(N3CCOCC3)n2)CCO1 | -1.8 | nt | -5 | 16 | nt | 99 | 6 | nt | -10
CCC(SC1=NCCS1)C(=O)Nc1ccc(S(N)(=O)=O)cc1 (centres undefined) | 1.4 | 5 | -3 | -3 | 3 | 107 | -7 | -9 | -6
COc1ccc(S(=O)(=O)N2CCCCCC2)cc1C(=O)OCC(=O)NC(C)(C)C | -1.5 | 1 | -4 | 21 | 2 | 106 | 6 | -6 | 18
CCOC(=O)c1c(S(=O)(=O)NCC(=O)NCc2ccc(C)cc2)c(C)n(C)c1C | 1.1 | -1 | 24 | -19 | 2 | 97 | 5 | -6 | 0
CCOC(=O)/C(=C\Nc1ccccc1C(F)(F)F)Sc1ncc(C(F)(F)F)cc1Cl | 3.5 | -2 | 3 | -2 | 5 | 103 | -3 | 0 | -7
CSc1ccc(/C=N/NC(=O)CN2CCN(Cc3ccccc3)CC2)cc1 | -1.1 | -4 | 6 | 19 | 5 | 106 | -7 | -15 | -3
NC(=O)C1CCN(C(=O)c2cc3ccccc3cc2O)CC1 | 0.2 | -4 | nt | 3 | 0 | nt | 6 | 2 | nt
Cc1cc(C(=O)COC(=O)C2COc3ccccc3O2)c(C)n1CC1CCCO1 (centres undefined) | -0.8 | 2 | 11 | -4 | 6 | 79 | 3 | 2 | -11
COc1ccc(N2CCN(C(=O)CSc3ncn[nH]3)CC2)cc1 | 3.9 | 3 | nt | 5 | -1 | nt | 8 | 2 | nt
O=C1CC(=Nc2ccc([N+](=O)[O-])cc2)NN1c1c(Cl)cc(Cl)cc1Cl | -1.2 | 4 | nt | 6 | nt | nt | nt | 1 | nt

Overlap with the part before: 2 entries, then new ones.
SMILES | CRFBP-R2 agonist | GalR3 antagonist | PHOSPHO1 inh | CRFBP-R2 block | IDE act | MEKK3 PB1 HTS | IDE cell inh | CHRM4 PAM | pCIP destab
COc1ccc(N2CCN(C(=O)CSc3ncn[nH]3)CC2)cc1 | 3.9 | 3 | nt | 5 | -1 | nt | 8 | 2 | nt
O=C1CC(=Nc2ccc([N+](=O)[O-])cc2)NN1c1c(Cl)cc(Cl)cc1Cl | -1.2 | 4 | nt | 6 | nt | nt | nt | 1 | nt
CC(C)CNC(=O)C(=O)Nc1ccc(N(C)C)cc1 | 0.4 | -6 | -16 | 3 | 0 | 103 | 6 | -3 | 6
COc1cc(NC(=S)NC(=O)c2cc(C)cc(C)c2)ccc1NC(=O)c1cccs1 | 0.3 | 0 | -14 | -28 | 6 | 99 | 5 | 5 | 0
CC(=O)NC12CC3CC(C1)CC(C(=O)N(C)CC(=O)Nc1ccc(F)c(F)c1F)(C3)C2 | -0.8 | -7 | nt | 4 | 5 | nt | -6 | 7 | nt
Cc1cc(C)nc(SCCCNCc2ccc(Br)cc2)n1 | -1.1 | -5 | nt | -6 | -3 | 103 | 5 | -13 | -92
S=C(NCc1ccc(Cl)cc1)NC1CCN(Cc2ccccc2)CC1 | 26 | 12 | 23 | -163 | 10 | 105 | 6 | -20 | 0
Cc1ccc(S(=O)(=O)N2CCC(=O)N(CCOCc3ccccc3C)CC2)cc1 | -1.8 | -3 | 4 | 4 | -8 | 105 | 2 | 3 | 0
Cc1cccc(NS(=O)(=O)c2ccc(C(C)(C)C)cc2)n1 | 0.5 | -2 | 44 | -13 | 2 | 104 | 2 | -2 | -4
COCCN(C(=O)c1csnn1)C(C(=O)NC1CCCCC1)c1sccc1C (centres undefined) | -0.3 | -4 | -29 | 23 | 4 | 104 | 5 | -2 | -6
Cc1ccc(N=c2c([N+](=O)[O-])nn(-c3ccc4c(c3)OCCO4)n2O)c(Cl)c1 | nt | nt | 36 | nt | nt | 92 | -1 | nt | -7
O=C(CN1C(=O)NC2(CCCCCC2)C1=O)Nc1ccc(S(=O)(=O)N2CCOCC2)cc1 | -1.4 | -3 | 6 | -6 | 3 | 108 | 5 | 0 | -4
O=C1OCCC1Sc1nc2ccccc2n1Cc1ccccc1 (centres undefined) | 2.0 | -2 | -3 | -20 | 1 | 100 | 3 | -4 | 0
COc1ccc(Nc2nc(C(=O)N3CCc4cc(OC)c(OC)cc4C3)cs2)cc1 | -7.7 | -2 | 38 | 24 | 5 | 107 | 3 | -31 | -13

Record cards (already shown). Order of screens: CRFBP-R2 agonist | GalR3 antagonist | PHOSPHO1 inh | CRFBP-R2 block | IDE act | MEKK3 PB1 HTS | IDE cell inh | CHRM4 PAM | pCIP destab
`COc1cc(NC(=S)NC(=O)c2cc(C)cc(C)c2)ccc1NC(=O)c1cccs1` reads 0.3 | 0 | -14 | -28 | 6 | 99 | 5 | 5 | 0
`COc1ccc(Nc2nc(C(=O)N3CCc4cc(OC)c(OC)cc4C3)cs2)cc1` reads -7.7 | -2 | 38 | 24 | 5 | 107 | 3 | -31 | -13
`S=C(NCc1ccc(Cl)cc1)NC1CCN(Cc2ccccc2)CC1` reads 26 | 12 | 23 | -163 | 10 | 105 | 6 | -20 | 0

Other results
SMILES | CRFBP-R2 agonist | GalR3 antagonist | PHOSPHO1 inh | CRFBP-R2 block | IDE act | MEKK3 PB1 HTS | IDE cell inh | CHRM4 PAM | pCIP destab
O=C(CC1(C(F)(F)F)OCCO1)Nc1ccc2c(c1)OCO2 | 0.2 | -7 | -9 | 5 | -2 | 96 | 0 | 1 | 2
CCCc1cc(=O)[nH]c(SCC(=O)N2CCCC2=O)n1 | -1.1 | -2 | nt | 15 | 2 | nt | -4 | -3 | nt
COC(=O)c1cc(OC)nc2c1c(=O)n(C)c(=O)n2C | 0.5 | -9 | 16 | 8 | 4 | 109 | -6 | 8 | 6
CCOC(=O)Oc1ccc2c(c1)C(C)=CC(C)(C)N2C(=O)OCC | 3.9 | -6 | 27 | -13 | 3 | nt | 6 | 8 | -7
COc1cccc(NC(=S)NCCC(c2ccccc2)c2ccccc2)c1 | 2.4 | 2 | -5 | 8 | 4 | 104 | 5 | -7 | -2
CC1CCN(C(=O)CSc2ccc(-c3ccccc3)nn2)CC1 | 0.5 | -1 | 49 | -7 | 2 | 104 | -1 | -2 | -16
COCC1CCCCN1C(=O)C1CCN(c2nc(-c3ccccc3)nc3c2CCC3)CC1 (centres undefined) | -4.0 | -8 | -56 | 5 | -6 | 100 | 15 | -8 | -10
COC(=O)[C@@]1(Cc2ccc(F)cc2)[C@H]2c3cc(C(=O)N(C)C)n(Cc4ccccn4)c3C[C@H]2CN1C(=O)c1ccccc1 | -1.9 | -5 | -11 | -1 | nt | 104 | 0 | nt | -11
CC(C)COc1ccc(C(=O)Nc2ccc(NC(=O)c3ccco3)cc2)cc1 | -0.6 | nt | 28 | 15 | -7 | 106 | 2 | 3 | 5
Cc1cccc(-c2nn(-c3ccccc3)cc2C(=O)NCC(c2cccs2)N2CCOCC2)c1 (centres undefined) | 2.2 | -2 | nt | -19 | 3 | nt | 3 | 3 | nt
Cn1c(=O)c2c(nc(NCCc3ccccc3)n2Cc2ccccc2)n(C)c1=O | -1.0 | 3 | -5 | -49 | 0 | 96 | 3 | -7 | -16
COc1ccc(C(=O)Nc2cc(C)c(NC(=O)c3ccccn3)cn2)cc1 | 0.1 | -4 | 31 | 11 | 1 | 102 | 3 | 1 | -4

Gathered by group: the compounds so far with an NH in an aromatic ring (2)
SMILES | CRFBP-R2 agonist | GalR3 antagonist | PHOSPHO1 inh | CRFBP-R2 block | IDE act | MEKK3 PB1 HTS | IDE cell inh | CHRM4 PAM | pCIP destab
COc1ccc(N2CCN(C(=O)CSc3ncn[nH]3)CC2)cc1 | 3.9 | 3 | nt | 5 | -1 | nt | 8 | 2 | nt
CCCc1cc(=O)[nH]c(SCC(=O)N2CCCC2=O)n1 | -1.1 | -2 | nt | 15 | 2 | nt | -4 | -3 | nt

The list goes on:
SMILES | CRFBP-R2 agonist | GalR3 antagonist | PHOSPHO1 inh | CRFBP-R2 block | IDE act | MEKK3 PB1 HTS | IDE cell inh | CHRM4 PAM | pCIP destab
CCN(CC)S(=O)(=O)c1cc(C(=O)OCC(=O)Nc2cccc(C)c2C)ccc1F | 3.5 | -2 | -9 | 0 | 5 | 129* | 1 | -2 | 1
Cc1cccc(NC(=O)c2n[nH]c([N+](=O)[O-])c2Br)c1C | 33 | -7 | -26 | 30 | -5 | 85 | 1 | 13 | -4
CCC1SC2=NC(C)=C(C(=O)OCC(C)C)C(/C=C/c3ccccc3OC)N2C1=O (centres undefined) | 12 | -6 | 21 | -5 | 10 | 103 | -2 | 1 | 3
CCN(CC(=O)Nc1c(F)cccc1F)C(=O)CCc1nc2ccccc2c(=O)[nH]1 | 0.6 | -1 | nt | -1 | -2 | nt | 8 | 0 | nt
O=P(CCN1CCCCC1)(c1ccccc1)c1ccccc1 | -1.5 | -5 | 13 | 5 | 7 | 97 | 2 | -8 | 7
C=CCn1c(CNC(=O)c2ccco2)nnc1SCC(=O)Nc1cccc(Br)c1 | -1.0 | -7 | 3 | 11 | -1 | 105 | 0 | -3 | -8
COc1ccc(C(=O)N2CCC(C(=O)Nc3ccc4c(c3)OCO4)CC2)cc1 | -1.9 | -5 | -10 | -1 | 0 | 101 | -1 | 3 | -18
C=CCn1c(SCC(=O)Nc2ccc3c(c2)OCCO3)nc2cc(C(=O)O)ccc2c1=O | 0.2 | -1 | nt | 18 | -1 | nt | -5 | 2 | nt
O=C(O)CC/C(=N/NC(=O)c1cn(-c2ccccc2)nc1-c1ccccc1)C(=O)O | 0.1 | -4 | -2 | -16 | 1 | 109 | -4 | 3 | -13
COc1ccc(N2CCN(c3nc4c(C)cccn4c(=O)c3/C=C(\C#N)C(N)=O)CC2)cc1 | -0.6 | -6 | 36 | -2 | 3 | 102 | 1 | -14 | 0
CCOC(=O)CSc1nc2ccccc2c(=O)[nH]1 | -1.7 | 6 | 13 | 5 | 6 | 99 | 7 | 6 | 3
C[C@H](CO)N1C[C@H](C)[C@@H](CN(C)S(=O)(=O)c2ccccc2)Oc2ccc(NC(=O)Nc3ccccc3)cc2C1=O | -0.1 | 3 | nt | 23 | 2 | nt | 1 | 0 | nt
Cc1ccccc1C(=O)Nc1ccc2c(c1)C(=O)NC2=O | 0.1 | 0 | -32 | 4 | 4 | 101 | 2 | -2 | -14
CCN1C(=O)C(=O)N(CC(=O)Nc2ccccc2Oc2ccccc2)C1=O | 0.2 | -1 | 28 | 3 | 2 | 123 | -2 | 10 | -2
Cc1c(Cl)cccc1NC(=O)CCN1CCCCC1 | -0.8 | -5 | 13 | -17 | 1 | 95 | -2 | -2 | 2
CC(=O)NNC(=O)CC(=O)Nc1nc(C23CC4CC(CC(C4)C2)C3)cs1 | -2.6 | -1 | 0 | 18 | -1 | 112 | -1 | 4 | -3
COC(=O)C1=C(C)Nc2c(c(=O)n(C)c(=O)n2C)C1c1cccnc1 (centres undefined) | 3.4 | -3 | -4 | -19 | -1 | 105 | 3 | 8 | 7
